Screening results (PubChem)
EBI2 antag: EBI2 (human) antagonism; 360,000 tested, 0.81% active; EBI2 beta-arrestin recruitment, luminescence, 7a,25-OHC stimulated; AID 651636; inhibition, % at 5 µM; P32249; in the data active = inhibition above about 38%;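 note: enzyme fragment complementation signal reports receptor beta-arrestin coupling in cells; 0% = agonist plus DMSO wells and 100% = wells without agonist; some results beyond the cut were filed as inactive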
Apaf1 inhib: blocks human Apaf-1 apoptosome activity; inhibition, % at 20 µM; O14727; reconstituted apoptosome caspase-3 activity, DEVD-Rh110 fluorescence; 330,000 tested, 0.71% active; active = inhibition of at least 40% at 20 µM;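 note: plate controls were DMSO wells for no effect and DEVD-CHO caspase inhibitor wells for full effect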
Target sequence (O14727 whole entry, looked up): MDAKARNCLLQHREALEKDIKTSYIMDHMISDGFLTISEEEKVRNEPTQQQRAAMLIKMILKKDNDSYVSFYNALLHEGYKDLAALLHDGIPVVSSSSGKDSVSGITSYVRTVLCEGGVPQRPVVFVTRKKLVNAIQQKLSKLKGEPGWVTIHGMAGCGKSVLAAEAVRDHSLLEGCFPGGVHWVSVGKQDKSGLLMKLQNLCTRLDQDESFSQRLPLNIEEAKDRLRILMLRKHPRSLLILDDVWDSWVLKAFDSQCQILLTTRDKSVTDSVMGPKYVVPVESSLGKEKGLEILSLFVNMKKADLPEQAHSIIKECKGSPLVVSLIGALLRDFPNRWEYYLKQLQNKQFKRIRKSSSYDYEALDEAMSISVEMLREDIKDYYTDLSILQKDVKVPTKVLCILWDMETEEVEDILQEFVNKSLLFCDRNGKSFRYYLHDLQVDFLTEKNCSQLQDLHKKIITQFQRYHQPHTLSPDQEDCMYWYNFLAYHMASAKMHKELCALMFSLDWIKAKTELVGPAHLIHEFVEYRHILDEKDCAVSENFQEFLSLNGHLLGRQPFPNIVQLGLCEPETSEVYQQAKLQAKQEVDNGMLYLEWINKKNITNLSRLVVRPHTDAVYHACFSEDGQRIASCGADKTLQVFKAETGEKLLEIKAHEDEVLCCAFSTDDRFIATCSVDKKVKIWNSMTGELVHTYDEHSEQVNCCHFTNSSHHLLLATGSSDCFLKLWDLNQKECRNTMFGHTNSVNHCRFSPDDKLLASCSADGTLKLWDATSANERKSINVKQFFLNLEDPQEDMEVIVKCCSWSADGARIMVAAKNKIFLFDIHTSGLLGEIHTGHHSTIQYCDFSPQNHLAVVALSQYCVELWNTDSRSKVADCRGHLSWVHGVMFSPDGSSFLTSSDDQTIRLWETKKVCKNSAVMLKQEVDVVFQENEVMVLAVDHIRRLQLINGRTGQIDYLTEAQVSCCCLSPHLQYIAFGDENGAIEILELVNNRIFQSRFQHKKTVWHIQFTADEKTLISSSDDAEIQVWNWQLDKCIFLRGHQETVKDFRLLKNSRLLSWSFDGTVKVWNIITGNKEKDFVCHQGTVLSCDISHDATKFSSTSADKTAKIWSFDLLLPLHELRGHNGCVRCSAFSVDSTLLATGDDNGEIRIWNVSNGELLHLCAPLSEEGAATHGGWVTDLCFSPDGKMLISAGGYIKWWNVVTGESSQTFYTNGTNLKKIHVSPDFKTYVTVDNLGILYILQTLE
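Medium: Hepes buffer, pH 7.5 / System: biochemical Apaf-1 apoptosome reconstitution / Measured by: Rh110 fluorescence, excitation 480 nm, emission 540 nm / Times: compound with Apaf-1, dATP, procaspase-3 30 min, then 50 min reaction, room temperature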
CCR6 antag: antagonists of human CCR6 receptor. P51684. CHO-K1 CCR6 PathHunter beta-arrestin, luminescence, CCL20-stimulated. inhibition, % at 20 µM. 340,000 tested, 0.49% active;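 active = compounds whose inhibition of the agonist-driven luminescence signal at 20 µM reaches about 50%, limit read from the data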;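 note: cells stimulated with CCL20 at 14 nM final; plate controls were DMSO with CCL20 for no effect and DMSO without agonist for full effect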
697 NFkB inh: lowers PMA/ionomycin-induced NF-kB signal in 697 B cells | 697 B-cell NF-kB luciferase reporter, 16 h | inhibition, % at 4 µM | 330,000 tested, 0.33% active; in the data active = inhibition above about 35%
Jurkat NFkB inh: inhibitors of the PMA/ionomycin-induced NF-kB reporter in Jurkat cells. 330,000 tested, 0.53% active. PMA/ionomycin-induced NF-kB luciferase reporter, luminescence. inhibition, % at 4 µM
Gli-Sufu antag: blocks Gli-Sufu signaling in a luciferase reporter; Sufu-KO-LIGHT fibroblasts, Gli luciferase reporter luminescence; inhibition, % at 5 µM; 340,000 tested, 0.74% active; AID 588413;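 active = inhibition above about 55%, limit read from the data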;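 note: 0% = DMSO-treated cells and 100% = wells with medium but no cells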
UBC13 inh: inhibitors of human UBC13 polyubiquitin chain formation; P61088; TR-FRET; inhibition, % at 20 µM; 330,000 tested, 0.47% active; in the data active = inhibition above about 45%, passing the limit was not always enough
SENP8 block: SENP8 protease inhibition. Q96LD8. purified SENP8, Z-RLRGG-aminoluciferin cleavage, luminescence. inhibition, % at 10 µM. 330,000 tested, 1.2% active. AID 2540
* marks the source's active call; other numbers are inactive results; x = not tested or not shown. Cut-off read from the data, not from the text of the source, unless noted: active = inhibition above about 50%; inactive = the rest. Some of the compounds tested; count on the stated rates, not on these rows.

Sample of the layout (2 entries):
SMILES | EBI2 antag | Apaf1 inhib | CCR6 antag | 697 NFkB inh | Jurkat NFkB inh | Gli-Sufu antag | UBC13 inh | SENP8 block
CCCCCC(=O)Nc1ccc(N2CCN(C(=O)c3ccccc3)CC2)cc1 | -1 | -5 | -4 | 3 | 6 | 8 | -1 | -7
Cn1c(SCc2ccon2)nc2ccccc2c1=O | -2 | -6 | 10 | 16 | 27 | 6 | 4 | -3

All compounds of this part, previewed entries included:
SMILES | EBI2 antag | Apaf1 inhib | CCR6 antag | 697 NFkB inh | Jurkat NFkB inh | Gli-Sufu antag | UBC13 inh | SENP8 block
CCCCCC(=O)Nc1ccc(N2CCN(C(=O)c3ccccc3)CC2)cc1 | -1 | -5 | -4 | 3 | 6 | 8 | -1 | -7
Cn1c(SCc2ccon2)nc2ccccc2c1=O | -2 | -6 | 10 | 16 | 27 | 6 | 4 | -3
CC(c1ccncn1)N(C)C(=O)c1ccc2oc(Cc3ccccc3)nc2c1 (stereo not drawn) | -4 | 0 | 7 | -13 | -17 | -12 | -3 | -6
CCC(=O)Nc1nc2ccccc2n1Cc1ccc(C)cc1 | -22 | 5 | 31 | -15 | -9 | 2 | 13 | -2
CCCN(C(=O)c1cc(S(=O)(=O)N2CCCCC2)ccc1Cl)C1CCS(=O)(=O)C1 (stereo not drawn) | -5 | -1 | 15 | 11 | -7 | 8 | -5 | 10
O=C(CCCN1C(=O)C2CC=CCC2C1=O)Nc1cccc(F)c1 (stereo not drawn) | 1 | -6 | 0 | 13 | -8 | -6 | 7 | 0
CCc1noc(C)c1C(=O)OC(C)C(=O)Nc1ccc2c(c1)OCO2 (stereo not drawn) | 3 | -1 | 0 | 14 | -31 | -4 | -4 | -3
Cc1ccccc1NS(=O)(=O)c1cc2c(cc1C)N(C)CCO2 | -4 | -4 | 3 | 14 | -8 | 3 | -6 | 1
O=C(NC(Cc1ccc2c(c1)OCO2)C(=O)N1CCCC1C(=O)O)c1ccccc1 (stereo not drawn) | 0 | 2 | 1 | -12 | -5 | 21 | -2 | -9
COc1ccc(Cl)cc1NC(=O)CN(C)C(=O)C1CC(=O)N(Cc2ccc(C)cc2)C1 (stereo not drawn) | 5 | 26 | 5 | 14 | -4 | 2 | 11 | 0
CCCCCCc1nnc(N)s1 | -7 | -5 | 4 | 6 | -1 | -4 | -1 | -5
O=c1[nH]c(/C=C/c2ccccc2)c([N+](=O)[O-])c(=O)[nH]1 | -6 | 16 | 6 | -1 | -1 | -16 | -2 | 13
O=C(Cc1c[nH]c2ccccc12)NCc1ccc(Cl)cc1Cl | 15 | 11 | 1 | -9 | -14 | -4 | -3 | -6
COCCCNC(=O)c1ccc(CS(=O)(=O)Cc2cccc(C)c2)o1 | 1 | -8 | -3 | 2 | 12 | 1 | 7 | 4
CC(C)c1ccc(/C=C2\SC(=S)N(CC(=O)NCCCN3CCOCC3)C2=O)cc1 | -2 | 22 | 27 | -24 | -5 | 3 | 12 | 22
CCOc1ccc(C(NC(C)=O)c2ccc(OC)c(OC)c2)cc1 (stereo not drawn) | -11 | 2 | 2 | -2 | 3 | -8 | -5 | -7
COCc1cc(C)nc(OCC(=O)N/N=C/c2ccc(-c3cc([N+](=O)[O-])ccc3C)o2)c1C#N | 14 | 25 | 36 | -4 | -8 | -1 | -18 | -12
Brc1ccc(-n2cnc(-c3ccccc3)c2)cc1 | 39 | 14 | 6 | -201 | -115 | -139 | 12 | 69*
CCn1c(SCC(=O)Nc2cc(C)ccc2C)nc2c(c1=O)SC(C)C2 (stereo not drawn) | 4 | 9 | 6 | -14 | 2 | 6 | 3 | 3
COC(=O)CCC(=O)Nc1ccc(C)cc1OC(=O)CCC(=O)OC | -4 | 4 | 5 | 0 | 4 | -5 | -3 | -4
CCOC(=O)C1CCCN(S(=O)(=O)CCNC(=O)c2ccc3c(c2)OCO3)C1 (stereo not drawn) | 7 | -7 | -1 | -3 | 20 | -5 | -1 | -4
CC1(C(=O)NNC(=O)c2ccc(=O)oc2)CC1Br (stereo not drawn) | 5 | -7 | -2 | 9 | 4 | 4 | -11 | 4
CN(C)CCOCCSc1ccc(Cl)cc1 | 4 | -10 | 11 | 21 | -9 | 39 | 2 | -8
O=C(c1noc2c1CCCC2)N1CCOCC1 | -1 | -8 | -2 | 28 | 6 | 22 | 0 | -6
O=C1/C(=C2\C(=O)N(Cc3ccc(F)cc3)c3ccccc32)SC(=S)N1CCS(=O)(=O)O | -1 | 8 | 17 | -1 | 5 | 5 | -31 | 6
CCOC(=O)c1nnn(-c2nonc2N)c1CSc1ccccc1 | 1 | 7 | 13 | 14 | 2 | 6 | 10 | 2
Cc1cccc(COC(=O)Nc2ccc(NC(=O)c3ccccc3Cl)cc2)c1 | -2 | 0 | 16 | 8 | 12 | -15 | 6 | 11
CCn1ccnc1CNC(=O)c1cc(COc2ccc(F)cc2F)on1 | -6 | -6 | -8 | 5 | 6 | 11 | 12 | 1
COc1ccc(CC(=O)Nc2c(C(=O)N3CCN(c4ncccn4)CC3)oc3ccccc23)cc1OC | 4 | 2 | 15 | -3 | 13 | -1 | -2 | -6
CCOC(=O)C1CCCN(Cc2cc(Br)ccc2OC)C1 (stereo not drawn) | -4 | 2 | 14 | 7 | 0 | 3 | 5 | 7
Cc1csc(CNc2ncnc3ccc(-c4ccc5c(c4)OCO5)cc23)c1 | 2 | 14 | 9 | 10 | 20 | 6 | 14 | 5
COc1ccc(Nc2nc(C(=O)N(CCO)Cc3ccccc3)cs2)cc1 | 10 | 17 | 4 | -22 | 7 | 10 | -9 | -9
COC(=O)c1cc(C)nc(Sc2ccccc2N)n1 | x | -29 | -9 | -11 | -10 | -1 | -15 | 7
O=C(CCN1C(=O)COc2ccccc21)N1CCN(c2ccccn2)CC1 | -6 | -15 | 2 | -1 | 9 | 5 | 3 | 0
CCCCN(C1CCS(=O)(=O)C1)S(=O)(=O)c1ccc(OC)cc1 (stereo not drawn) | -6 | 10 | 12 | -14 | -12 | 3 | -8 | -4
CCOCC(=O)N(CC)Cc1ccccc1 | 0 | -4 | 9 | 17 | 15 | 1 | 7 | 3
COc1ccccc1-c1csc2ncnc(Sc3nnnn3C)c12 | 18 | 0 | 4 | -24 | -17 | 40 | -11 | -8
Cn1cccc1P(=O)(c1cccn1C)c1cccn1C | -7 | -12 | 7 | 16 | 1 | 6 | 1 | -3
O=C(CCN1C(=O)/C(=C/c2ccccc2)SC1=S)N1CCCCCC1 | 0 | 25 | 12 | -28 | -4 | 34 | -27 | -12
O=C(NCc1ccccn1)c1cc2ccccn2n1 | -12 | 17 | 4 | -1 | -14 | -9 | -2 | -14

Some of the entries so far, as tab-separated lines:
Molecule	EBI2 antag	Apaf1 inhib	CCR6 antag	697 NFkB inh	Jurkat NFkB inh	Gli-Sufu antag	UBC13 inh	SENP8 block
COc1ccc(Nc2nc(C(=O)N(CCO)Cc3ccccc3)cs2)cc1	10	17	4	-22	7	10	-9	-9
COC(=O)c1cc(C)nc(Sc2ccccc2N)n1	x	-29	-9	-11	-10	-1	-15	7
O=C(CCN1C(=O)COc2ccccc21)N1CCN(c2ccccn2)CC1	-6	-15	2	-1	9	5	3	0
CCCCN(C1CCS(=O)(=O)C1)S(=O)(=O)c1ccc(OC)cc1 (stereo not drawn)	-6	10	12	-14	-12	3	-8	-4
CCOCC(=O)N(CC)Cc1ccccc1	0	-4	9	17	15	1	7	3
COc1ccccc1-c1csc2ncnc(Sc3nnnn3C)c12	18	0	4	-24	-17	40	-11	-8
Cn1cccc1P(=O)(c1cccn1C)c1cccn1C	-7	-12	7	16	1	6	1	-3

The listing continues:
SMILES | EBI2 antag | Apaf1 inhib | CCR6 antag | 697 NFkB inh | Jurkat NFkB inh | Gli-Sufu antag | UBC13 inh | SENP8 block
COc1cc(/C=C/C(=O)NCCN2CCOCC2)cc(OC)c1OC | -8 | -12 | -14 | 10 | 0 | -6 | 12 | -1
Brc1ccccc1OCCN1CCCC1 | 7 | -7 | 0 | 9 | 12 | 4 | -4 | 3
COc1ccc(N2CCN(C(CNC(=O)C(=O)NCc3ccncc3)c3ccco3)CC2)cc1 (stereo not drawn) | -5 | -14 | 2 | 1 | 3 | -4 | -9 | -2
O=C(O)CCCC(=O)Nc1ccc(S(=O)(=O)Nc2nccs2)cc1 | -11 | -2 | 9 | 14 | 17 | 9 | 2 | 0
Cc1c(C(=O)OCc2ccccc2)[nH]c2c1C(=O)CC(c1ccco1)C2 (stereo not drawn) | 18 | 2 | 17 | -8 | 63* | 51 | -14 | 2
CCCOc1ccc(Cc2nn3c(=O)/c(=C/c4ccco4)sc3nc2=O)cc1 | 7 | -1 | -9 | 5 | -1 | 2 | -6 | -1
COc1ccc(-c2noc(COc3ccc4c(c3)OCO4)n2)cc1OC | 0 | 11 | -15 | 18 | -4 | -5 | 6 | -7
C=CCn1c(C(C)NC(=O)c2ccccc2C)n[nH]c1=S (stereo not drawn) | -33 | -7 | 7 | -6 | 0 | 6 | -12 | 3
CN(C)S(=O)(=O)N1CCN(c2ccc([N+](=O)[O-])cc2)CC1 | -5 | 1 | 4 | -2 | 0 | -6 | 1 | 3
CCN1CCN(C(c2cccs2)C(C)NC(=O)c2ccco2)CC1 (stereo not drawn) | 4 | -10 | 0 | -9 | -8 | 5 | 8 | 0
CCN(CC)C(=O)Oc1cc(=O)n2c3c(cccc13)CCC2 | -3 | -1 | -4 | -2 | 9 | -4 | 13 | 2
O=C(Nc1nc(-c2ccccn2)cs1)C1COc2ccccc2O1 (stereo not drawn) | -6 | 7 | 31 | -8 | -9 | -9 | -27 | -8
COc1ccc(N2CCN(C3CCCN(Cc4ccc(F)cc4)C3)CC2)cc1 (stereo not drawn) | -18 | 2 | 23 | 2 | 1 | 23 | 8 | -5
O=C(CCNC(=O)c1ccco1)Nc1nc(-c2ccccc2)cs1 | -15 | 4 | -9 | -105 | -85 | -5 | 1 | 6
O=C(Nc1ccc(S(=O)(=O)Nc2nccs2)cc1)c1ccc(S(=O)(=O)N2CCOCC2)cc1 | 8 | -2 | 3 | 0 | 1 | -2 | 6 | -2
CCc1cc(-c2n[nH]c(=S)n2C(C)c2ccccc2)cs1 (stereo not drawn) | 7 | -10 | 7 | 12 | 0 | 4 | 17 | -2
CCOc1ccc(N=C2NC(=O)S/C2=C\c2ccc(O)cc2)cc1 | 7 | -72 | 32 | -7 | 12 | 3 | -24 | 2
CC(C)C1S/C(=N/N=C/c2ccco2)NC1=O (stereo not drawn) | -6 | -6 | -4 | 14 | 5 | 6 | -5 | 7
COc1ccc(-n2cc(-c3ccc(OC(F)F)cc3)[n+]3c2CCCCC3)cc1 | -5 | -20 | -2 | -16 | 5 | 81* | 3 | 2
CC1CN(CCCCOc2ccc3ccccc3c2)CC(C)O1 (stereo not drawn) | 13 | 8 | 5 | 11 | 3 | 27 | 10 | -2
O=C(Cc1ccccc1)NCCS(=O)(=O)N1CCN(c2ccccc2)CC1 | -7 | 6 | 1 | -2 | 5 | -4 | 4 | -1
O=[N+]([O-])c1ccccc1S(=O)(=O)NC1CCCCCCC1 | 1 | 7 | 1 | -22 | 4 | -10 | -1 | -7
COc1ccc2[nH]c(=O)c(CN(C)C(=O)c3cccs3)cc2c1 | -14 | -19 | 7 | 10 | -10 | -21 | 0 | 0
CCN(Cc1ccncc1)C(=O)CCc1nnc(CCc2ccccc2OC)o1 | -4 | 1 | -2 | 6 | 4 | -3 | 7 | 9
C#CCNC(=O)c1cccn1-c1ncc(C(F)(F)F)cc1Cl | 2 | 6 | -10 | 18 | 8 | -3 | 6 | -1
O=C(CSc1nccc(-c2cccs2)n1)Nc1ccccc1 | -14 | -14 | -1 | 13 | -3 | x | 0 | -2
CCC1=NN(C(=O)Cc2ccc(OC)cc2)C(O)(C(F)(F)F)C1 (stereo not drawn) | -7 | -4 | -4 | 6 | 10 | 9 | 0 | 5
O=C(NNC(=O)c1cccnc1SCc1cccc([N+](=O)[O-])c1)c1ccccn1 | -1 | 9 | 8 | -37 | -5 | 45 | 18 | -12
COc1ccccc1N1C(=O)C2C(C(=O)c3ccccc3)=NN(c3ccccc3OC)C2C1=O (stereo not drawn) | 8 | -6 | 13 | -22 | 6 | -3 | -1 | 4
